# NFkB transloc pot – enhances IL-1B driven NFkB nuclear translocation; HUVEC IL-1B NFkB p65 nuclear translocation imaging; activation, % at 2 µM; actives 0.3% (n = 94,000);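 active = activation above 40%, about the mean plus 3 SD, also judged a hit on visual image review; inconclusive = activation above 40% but not a hit on visual review; inactive = activation not above 40% and no visual hit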;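 note: percent activation is computed from the nuclear over cytoplasmic p65 intensity ratio; values of inactives mirror those of a sister screen read the other way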
# MRP resist rev – reverses drug resistance mediated by MRP; H69AR cells + 2 uM doxorubicin, CellTiter-Glo, 72 h; AID 602; actives 0.04% (n = 85,000); differential viability (reversal), % at 10 µM;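 active = viability drop by adding the cancer drug above about 55%, with treated viability meeting a 40% cutoff, limit read from the data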;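 note: viability without doxorubicin minus viability with 2 µM doxorubicin for each compound; larger differential means the compound sensitizes cells more to doxorubicin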
# PLAP inhibition – inhibition of human placental alkaline phosphatase – biochemical, luminescence, HTS (AID 690) | purified PLAP, luminescent substrate; higher % means a stronger effect | inhibition, % at 20 µM; hits with a dose series show IC50 in µM | actives 0.08% (n = 96,000); in the data active = a potency from the dose series; inactive = the rest, 99 in 100 with inhibition below about 30%; note: strong numbers were not always called active
# Bcl-B displacement – displacers of TR3 peptide from Bcl-B, primary screen, selectivity assay for Bfl-1 inhibitor project, biochemical, fluorescence polarization; FP displacement of FITC-TR3 peptide from Bcl-B; higher % means a stronger effect; one-dose displacement, % at 20 µM; IC50 in µM for titrated hits; actives 0.11% (n = 96,000); AID 748;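 active = displacement above 50% at 20 µM plus a fluorescence interference ratio under 1.5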;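 note: plate controls were wells without compound for no effect and wells lacking Bcl-B protein for full effect; a part of the inactive calls stands beside numbers as strong as those of hits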
# NFkB transloc inh – blocks IL-1B driven NFkB nuclear translocation in HUVEC cells | HUVEC IL-1B NFkB p65 nuclear translocation imaging | AID 796 | inhibition, % at 2 µM | actives 0.43% (n = 94,000);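 active = inhibition above about 30% together with a positive call from visual inspection of the well image, limit read from the data; inconclusive = inhibition above a set limit but visual check negative; inactive = inhibition not above a set limit, visual check negative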;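 note: nuclear over cytoplasmic p65 intensity ratio measured by imaging; 0% = IL-1B stimulated DMSO wells and 100% = unstimulated DMSO wells; values of inactives mirror those of a sister screen read the other way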
# MRP resist rev cytotoxicity – further read-out of MRP resist rev, marked with its call; viability, %; H69AR cells, CellTiter-Glo, 72 h; measured here: cytotoxicity without doxorubicin
# MRP resist rev with doxorubicin – further read-out of MRP resist rev, marked with its call; viability, %; measured here: viability with 2 uM doxorubicin; active compounds read low
# NFkB transloc inh cell count 2 µM – recorded beside NFkB transloc inh, whose call it bears; cell count; measured here: cells passing quality filter;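 raw number of nuclei counted in each imaged well without normalization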
# NFkB transloc pot cell count 2 µM – recorded beside NFkB transloc pot, whose call it bears; cell count; measured here: cells passing quality filter
# The depositor's hits bear a star; u = inconclusive; x = no result given. These rows are one share of the data (hit frequency here may not be typical).
# Second line of a record – NFkB transloc pot	NFkB transloc pot cell count 2 µM	MRP resist rev	MRP resist rev cytotoxicity	MRP resist rev with doxorubicin	PLAP inhibition	Bcl-B displacement	NFkB transloc inh	NFkB transloc inh cell count 2 µM
CCCCOC(=O)C1=C(N)OC2=C(C(=O)CC(C)(C)C2)[C@]12C(=O)N(C)c1ccccc12
    x	x	1	96	95	15%	-2%	x	x
Cn1c(O)c(C=NC2C(=O)C3(C)CCC2C3(C)C)c(=O)n(C)c1=O (configuration not stated)
    14	140	-5	90	95	-49%	-6%	-14	140
c1cc2c(cc1CCNC1CCCCCC1)OCO2
    2	100	3	74	71	x	x	-2	100
CSc1nnc(C2CCNCC2)n1C
    8	113	-7	77	84	4%	0%	-8	113
CN(C)CC1CSCCC1(O)c1ccccc1 (configuration not stated)
    -5	156	-1	92	92	x	x	5	156
COc1ccc(N=C2SCCCN2C)cc1
    -12	121	9	96	87	x	x	12	121
COC(=O)C1C2c3ccccc3OC1(C)N=c1s/c(=C/c3cnn(C)c3)c(=O)n12 (configuration not stated)
    x	x	12	96	84	-45%	-4%	x	x
Cc1ccccc1NC1=NCCCS1
    9	144	-8	86	94	9%	-1%	-9	144
Cn1c(O)c(C=NCCCC(=O)O)c(=O)n(C)c1=O
    16	144	-10	98	108	-1%	21%	-16	144
CN1C(=O)N(C)C(=O)C2(Cc3cc(N)ccc3N3CCN(c4ccccc4F)CC32)C1=O (configuration not stated)
    -4	202	11	89	78	-23%	-63%	4	202
CC(C)=CCC12CN3CCN(CC(C3)C1=O)C2
    28	116	2	108	105	-11%	-4%	-28	116
CCN(CC)c1ccc(/C=C2/C(=O)NC(=O)N(CC3CCCO3)C2=O)cc1 (configuration not stated)
    -11	150	x	x	x	1%	2%	11	150
CCn1c(O)c(C=Nc2ccc(N3CCOCC3)c(Br)c2)c(=O)n(CC)c1=S
    5	85	x	x	x	-23%	-124%	-5	85
Cc1ccc(C2SCC(=O)Nc3c2c(=O)[nH]n3C2CCOC(C)(C)C2)cc1 (configuration not stated)
    -2	158	17	92	74	13%	-16%	2	158
CC(=O)N(C1=NCCCS1)c1ccc(F)cc1
    x	x	-1	89	90	3%	-4%	x	x
CCOC(=O)c1c(N)n(CCN2CCOCC2)c2nc3ccccc3nc12
    -9	152	-8	93	101	-13%	-6%	9	152
Nc1ccccc1C(=O)OCC(=O)Nc1ccc(Br)cc1F
    -2	169	x	x	x	13%	-8%	2	169
CCc1cccc2c(C#N)cn(CC(=O)N3CCOCC3)c12
    -3	125	2	86	84	-8%	-5%	3	125
COc1nc(NC(C)C)nc(NC(C)C)n1
    4	185	-18	85	103	19%	-5%	-4	185
c1cc2c(cc1CCNC1C3CC4CC(C3)CC1C4)OCO2 (configuration not stated)
    -6	59	-3	84	86	x	x	6	59
CCCC(=O)Nc1ccc(N2CCN(CC)CC2)c(Cl)c1
    -5	115	x	x	x	-21%	-13%	5	115
Clc1ccccc1CN1CCN(c2ccccc2)CC1
    x	x	15	95	79	17%	1%	x	x
Cc1c(C(=O)N2CCC3(CC2)OCCO3)sc2ncnc(N3CCN(c4ccccn4)CC3)c12
    x	x	-2	69	71	-34%	2%	x	x
O=C1CCCC2C3CCCN4CCCC(CN12)C34 (configuration not stated)
    12	73	0	103	103	-4%	5%	-12	73
CC(=O)OC1N=C(c2ccccc2)c2ccccc2NC1=O (configuration not stated)
    25	87	9	101	92	-1%	-8%	-25	87
CCCNS(=O)(=O)c1ccc(OCC(=O)N2CCN(C)CC2)cc1
    25	13	23	102	79	x	x	-25	13
Cc1ccc(C)c(NC(=O)CSc2nnc([C@@H](N)Cc3c[nH]c4ccccc34)o2)c1
    x	x	x	x	x	-81%	-5%	x	x
COc1ccccc1N(CC(=O)NC1CCCCC1)C(=O)c1cnn(C(C)C)c1
    18	123	4	88	83	x	x	-18	123
O=C(C1CCN(c2nc3ccc(Br)cc3s2)CC1)N1CCC2(CC1)OCCO2
    -23	120	x	x	x	-17%	3%	23	120
CC(C)(C)n1c(O)c(C=Nc2ccc3c(c2)CCC3)c(=O)[nH]c1=O
    -4	118	x	x	x	-58%	-2%	4	118
COc1ccc(C2SCC(=O)Nc3c2c(=O)[nH]n3C2CCCCCC2)cc1 (configuration not stated)
    -9	99	3	103	100	-13%	10%	9	99
O=C(C1CCC(=O)N1C1CCCCC1)N1CCC2(CC1)OCCO2 (configuration not stated)
    8	101	-13	84	97	-12%	7%	-8	101
Oc1ccc(C2NCc3ccccc3-n3cccc32)cc1Cl (configuration not stated)
    12	166	7	87	81	-50%	8%	-12	166
Cc1ccc(N2CCN(CCc3ccccc3)CC2)cc1
    7	151	x	x	x	0%	3%	-7	151
CCCCCc1nc2ccccc2c(=O)n1-c1ccc(Cl)cc1[N+](=O)[O-]
    11	161	x	x	x	1%	-6%	-11	161
Cc1c2cnn(CC(=O)N3CCC4(CC3)OCCO4)c(=O)c2c(C)n1Cc1ccccc1
    x	x	x	x	x	-48%	-12%	x	x
Cc1nc2c(-c3ccc(F)cc3)c(C)nn2c(C)c1CCC(=O)N1CCC2(CC1)OCCO2
    x	x	-27	45	72	-74%	-2%	x	x
CC(=O)Nc1cc(C(=O)N2CCC3(CC2)OCCO3)ccc1Sc1ccc(C)cc1
    8	161	16	99	83	-46%	-4%	-8	161
Cc1ccc(-n2c(O)c(C=NC3CCCC3)c(=O)[nH]c2=O)c(C)c1
    20	168	8	100	92	-21%	-6%	-20	168
CCCCn1c(O)c(C(CC)=NCCc2ccccc2)c(=O)[nH]c1=O
    1	69	19	71	52	-6%	1%	-1	69
O=[P+](Cc1ccccc1)Cc1ccccc1
    -9	184	-18	91	109	16%	-17%	9	184
O=C(C1CCN(S(=O)(=O)N2CCOCC2)CC1)N1CCC2(CC1)OCCO2
    -17	117	-5	93	98	-10%	2%	17	117
Cn1c(=O)n(CC(=O)N2CCC3(CC2)OCCO3)c(=O)c2ccccc21
    x	x	-7	85	93	-10%	9%	x	x
O=C1CSC2N1CCNC21CCCCC1 (configuration not stated)
    9	120	23	117	94	-3%	0%	-9	120
O=C(COc1ccc2ccccc2c1)N1CCN(CC2CC3C=CC2C3)CC1 (configuration not stated)
    5	170	-8	96	104	-15%	-5%	-5	170
Cn1cc(C(=O)N2CCC3(CC2)OCCO3)c2c3ccccc3n(C)c2c1=O
    -6	92	3	93	90	-20%	5%	6	92
COc1ccccc1-n1c(O)c(C=NCCCn2ccnc2)c(=O)[nH]c1=O
    15	107	-6	89	95	11%	-5%	-15	107
COc1cccc(-n2c(O)c(C=NCCN3CCOCC3)c(=O)[nH]c2=O)c1
    -3	78	x	x	x	15%	-6%	3	78
COc1cccc(N2C(=O)CC(=O)NC2=O)c1
    34	124	-1	93	94	-15%	8%	-34	124
N[C@@H](Cc1c[nH]c2ccccc12)c1nnc(SCc2c(F)cccc2Cl)o1
    -91	26	-2	76	79	-49%	20%	u	x

# Next section.
# Second line of a record – NFkB transloc pot	NFkB transloc pot cell count 2 µM	MRP resist rev	MRP resist rev cytotoxicity	MRP resist rev with doxorubicin	PLAP inhibition	Bcl-B displacement	NFkB transloc inh	NFkB transloc inh cell count 2 µM
COc1ccccc1N1CCN(Cc2cc(C)c(C)cc2O)CC1
    12	187	x	x	x	-62%	-5%	-12	187
CN(C)c1ccc(NC(=O)CN2C(=O)CN=C(c3ccccc3)c3cc(Cl)ccc32)cc1
    -6	172	3	101	98	-48%	x	6	172
O=c1c2ccccc2nc(CSc2ncnc3nc[nH]c23)n1-c1ccccc1Cl
    29	104	-13	68	81	x	x	-29	104
O=c1[nH]c(=O)n(CCc2ccc(F)cc2)c(O)c1C=NCCCn1ccnc1
    x	x	1	90	90	-39%	-22%	x	x
CC1=C(C(=O)OC(C)C)[C@]2(C(=O)N(CC(N)=O)c3ccccc32)C(C#N)=C(N)O1
    -11	107	1	87	86	x	x	11	107
O=C1NC(=O)N(Cc2ccccc2Cl)C(=O)/C1=C/N1CCOCC1
    -14	164	-4	84	88	-28%	-14%	14	164
CCCC12CN3CN(C1)CC(CCC)(C3)C2O (configuration not stated)
    u	x	3	98	96	-11%	3%	-47	130
N=C1c2ccccc2CN1NC(=O)c1ccc(Cl)cc1
    -14	125	x	x	x	-6%	8%	14	125
Cc1ccc(CN2C(=O)NC(=O)C3(Cc4c(nc5ccccn5c4=O)N4CCCCCC43)C2=O)cc1 (configuration not stated)
    3	128	-35	39	74	-26%	-5%	-3	128
Cn1c(C(=O)N2CCC3(CC2)OCCO3)cc2c(=O)n(C)c3ccccc3c21
    2	128	-13	105	117	-6%	-5%	-2	128

# Full records, looked up by structure. Order of screens: NFkB transloc pot	NFkB transloc pot cell count 2 µM	MRP resist rev	MRP resist rev cytotoxicity	MRP resist rev with doxorubicin	PLAP inhibition	Bcl-B displacement	NFkB transloc inh	NFkB transloc inh cell count 2 µM
# COc1ccccc1N(CC(=O)NC1CCCCC1)C(=O)c1cnn(C(C)C)c1 is listed with 18	123	4	88	83	x	x	-18	123
# CCc1cccc2c(C#N)cn(CC(=O)N3CCOCC3)c12 is listed with -3	125	2	86	84	-8%	-5%	3	125

# Arranged by length of the SMILES (highest first): part of the list above
# Second line of a record – NFkB transloc pot	NFkB transloc pot cell count 2 µM	MRP resist rev	MRP resist rev cytotoxicity	MRP resist rev with doxorubicin	PLAP inhibition	Bcl-B displacement	NFkB transloc inh	NFkB transloc inh cell count 2 µM
Cc1ccc(CN2C(=O)NC(=O)C3(Cc4c(nc5ccccn5c4=O)N4CCCCCC43)C2=O)cc1 (configuration not stated)
    3	128	-35	39	74	-26%	-5%	-3	128
CN(C)c1ccc(NC(=O)CN2C(=O)CN=C(c3ccccc3)c3cc(Cl)ccc32)cc1
    -6	172	3	101	98	-48%	x	6	172
Cn1c(C(=O)N2CCC3(CC2)OCCO3)cc2c(=O)n(C)c3ccccc3c21
    2	128	-13	105	117	-6%	-5%	-2	128
O=C(C1CCN(S(=O)(=O)N2CCOCC2)CC1)N1CCC2(CC1)OCCO2
    -17	117	-5	93	98	-10%	2%	17	117
Cn1c(=O)n(CC(=O)N2CCC3(CC2)OCCO3)c(=O)c2ccccc21
    x	x	-7	85	93	-10%	9%	x	x
COc1ccccc1-n1c(O)c(C=NCCCn2ccnc2)c(=O)[nH]c1=O
    15	107	-6	89	95	11%	-5%	-15	107
O=C(COc1ccc2ccccc2c1)N1CCN(CC2CC3C=CC2C3)CC1 (configuration not stated)
    5	170	-8	96	104	-15%	-5%	-5	170
O=C1NC(=O)N(Cc2ccccc2Cl)C(=O)/C1=C/N1CCOCC1
    -14	164	-4	84	88	-28%	-14%	14	164
COc1ccccc1N1CCN(Cc2cc(C)c(C)cc2O)CC1
    12	187	x	x	x	-62%	-5%	-12	187
N=C1c2ccccc2CN1NC(=O)c1ccc(Cl)cc1
    -14	125	x	x	x	-6%	8%	14	125
COc1cccc(N2C(=O)CC(=O)NC2=O)c1
    34	124	-1	93	94	-15%	8%	-34	124
CCCC12CN3CN(C1)CC(CCC)(C3)C2O (configuration not stated)
    u	x	3	98	96	-11%	3%	-47	130
O=C1CSC2N1CCNC21CCCCC1 (configuration not stated)
    9	120	23	117	94	-3%	0%	-9	120

# Screening data (PubChem BioAssay)
